# V-ATPase pH: yeast V-ATPase proton transport regulation by pHLuorin. 0.37% of 350,000 active. response, % at 10 µM. AID 504577. S. cerevisiae, pHLuorin cytosolic pH fluorescence; in the data active = response mostly above about 7.3%, no sharp cut-off; inactive = mostly below about 5.4%; note: actives read high; inactives centre near 0; some compounds called inactive have numbers as strong as hits
# DAGLB inh: diacylglycerol lipase beta (human) inhibition; inhibition, % at 5.17 µM; 0.059% of 340,000 active; HEK293T DAGLB membrane lysate, EnzChek fluorogenic substrate; in the data active = inhibition above about 34%;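 note: 0% = enzyme with vehicle and 100% = wells lacking enzyme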
# Cardiac RTF inh: cardiac RTF calcium desensitization; inhibition, % at 7.15 µM; P19429+P45379; IANBD-labeled cardiac RTF, Ca2+ fluorescence; 0.12% of 340,000 active;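 active = inhibition above the mean inhibition of all tested compounds plus 3 SD, cut at about 17% in these data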;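 note: assay run at fixed EC70 calcium of 1.6 mM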
# C-LANA FP: inhibitors of KSHV LANA C-terminal domain DNA binding | inhibition, % at 9 µM | 0.078% of 340,000 active | MBP-C-LANA/FAM-LBS DNA binding, fluorescence polarization | AID 504423;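 active = highest replicate inhibition at or above 60% at 9 µM, even if other replicates fall short; inactive = all replicates below 60% inhibition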;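 note: 0% = neutral control wells and 100% = 4 µM acridine orange control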
# CAL PDZ FP-1: blocks peptide binding to human CAL PDZ domain; Q9HD26; purified CAL PDZ, TMR-peptide fluorescence polarization, 1 h; inhibition, % at 20 µM; 0.02% of 330,000 active; AID 504414;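 active = highest replicate inhibition of at least 40%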;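 note: plate controls were DMSO neutral control wells for no effect and unlabeled competitor peptide control wells for full effect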
#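 Test system: tagged CAL PDZ domain / Buffer or medium: sodium phosphate/NaCl buffer pH 7.4 with TCEP, IgG, Thesit / Reagent: TMR-labelled reporter peptide T*-PRC34 bound in PDZ groove / Compound dosing: single point, 20 µM / Schedule: 1 h incubation at room temperature before polarization reading / Technique: fluorescence polarization (mP) / Benchmarks: unlabelled peptide, DMSO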
# Pemphigus Ab inh: blocks pemphigus antibody binding to human desmoglein-3; DSG3-coupled beads, scFv-anti-DSG3-GFP binding, flow cytometry; active compounds read low; binding (percent of control), % at 10 µM; 0.48% of 310,000 active; P32926;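 active = binding more than 3 SD below its plate's average and above zero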;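 note: hits lower antibody fragment binding to DSG3; some compounds called inactive have numbers as strong as hits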
# Arr AP2 block: blocks beta-arrestin peptide binding to AP2 adaptin; FITC-arrestin peptide / GST-AP2 beads, flow cytometry; AP2 beta2 appendage carries R879A mutation; AID 504490; 0.31% of 340,000 active; inhibition, % at 10 µM;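 active = inhibition above a set limit, near 3 SD of compounds lacking own fluorescence, cut at about 54% in these data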;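 note: plate controls were DMSO wells for no effect and 5 µM unlabelled arrestin peptide for full effect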
#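 System: GST-AP2 R879A glutathione beads | Also added: FITC-arrestin peptide, 50 nM | Times: 12 min plus 1 h, RT | Signal: Bead flow cytometry, FITC channel | Buffer or medium: PBS with 0.05% Tween 20 and 0.1% BSA | Read-out basis: Percent drop in bead-associated FITC signal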
# NSD2 HMT inh: blocks human histone methyltransferase NSD2. NSD2 peptide methylation, AlphaScreen, 120 min. 0.54% of 310,000 active. O96028. inhibition, % at 12.5 µM; in the data active = inhibition above about 50%
# Target sequence (O96028 whole entry, looked up): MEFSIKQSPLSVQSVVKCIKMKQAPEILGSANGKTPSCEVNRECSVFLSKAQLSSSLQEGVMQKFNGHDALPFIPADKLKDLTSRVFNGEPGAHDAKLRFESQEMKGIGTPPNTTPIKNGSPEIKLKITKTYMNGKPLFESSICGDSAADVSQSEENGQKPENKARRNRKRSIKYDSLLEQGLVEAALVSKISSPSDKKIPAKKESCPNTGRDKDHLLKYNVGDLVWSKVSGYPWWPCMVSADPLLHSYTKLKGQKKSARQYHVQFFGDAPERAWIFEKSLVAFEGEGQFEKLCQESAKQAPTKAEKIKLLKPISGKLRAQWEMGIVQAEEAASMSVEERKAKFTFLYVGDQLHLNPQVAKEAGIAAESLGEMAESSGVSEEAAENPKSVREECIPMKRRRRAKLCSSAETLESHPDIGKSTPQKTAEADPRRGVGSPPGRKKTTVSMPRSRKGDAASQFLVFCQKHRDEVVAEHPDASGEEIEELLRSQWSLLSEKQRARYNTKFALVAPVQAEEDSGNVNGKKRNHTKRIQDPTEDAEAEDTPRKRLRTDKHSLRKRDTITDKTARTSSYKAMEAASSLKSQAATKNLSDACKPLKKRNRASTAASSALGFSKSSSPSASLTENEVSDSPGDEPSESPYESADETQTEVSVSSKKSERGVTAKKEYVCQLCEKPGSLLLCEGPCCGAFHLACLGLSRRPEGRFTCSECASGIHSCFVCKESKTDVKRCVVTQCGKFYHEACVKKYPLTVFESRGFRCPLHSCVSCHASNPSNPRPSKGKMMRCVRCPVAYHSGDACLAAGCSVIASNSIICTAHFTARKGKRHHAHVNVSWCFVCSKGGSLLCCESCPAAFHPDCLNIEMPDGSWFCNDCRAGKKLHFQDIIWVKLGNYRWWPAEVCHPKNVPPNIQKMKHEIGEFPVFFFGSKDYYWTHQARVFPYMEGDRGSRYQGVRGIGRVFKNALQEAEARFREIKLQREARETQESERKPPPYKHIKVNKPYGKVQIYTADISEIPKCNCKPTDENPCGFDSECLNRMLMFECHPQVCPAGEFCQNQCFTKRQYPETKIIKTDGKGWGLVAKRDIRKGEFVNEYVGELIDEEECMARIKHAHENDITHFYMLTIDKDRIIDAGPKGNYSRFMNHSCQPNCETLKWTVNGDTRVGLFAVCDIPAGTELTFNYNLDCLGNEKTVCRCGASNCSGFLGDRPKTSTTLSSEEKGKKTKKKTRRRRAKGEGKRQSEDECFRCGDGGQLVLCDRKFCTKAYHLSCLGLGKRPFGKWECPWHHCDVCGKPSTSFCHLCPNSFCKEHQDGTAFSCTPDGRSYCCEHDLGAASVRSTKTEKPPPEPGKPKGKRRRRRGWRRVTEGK
# Keap1-Nrf2 PPI: disrupts human Keap1 binding to Nrf2 peptide | Keap1 Kelch-Nrf2 peptide fluorescence polarization, 1536-well | inhibition, % at 9.4 µM | 0.15% of 340,000 active; in the data active = inhibition above about 12%;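 note: human Keap1 Kelch domain with fluorescein labeled Nrf2 9mer peptide probe; 0% = neutral control wells and 100% = peptide positive control; higher means more block of Keap1 binding to Nrf2 peptide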
# CAL PDZ FP-2: blocks peptide binding to the human CAL PDZ domain; Q9HD26; purified CAL PDZ, TMR-peptide fluorescence polarization, 1 h; inhibition, % at 24.9 µM; 0.92% of 300,000 active; AID 602252;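 active = mean inhibition of at least 30% with at least half of replicates also reaching 30%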;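 note: 0% = DMSO neutral control and 100% = excess unlabeled competitor peptide PRC23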
# * = called active by the depositor; · = no result given. Some of the compounds tested (hit frequency here may not be typical).
# Every second line gives: V-ATPase pH	Cardiac RTF inh	CAL PDZ FP-1	Pemphigus Ab inh	Keap1-Nrf2 PPI	Arr AP2 block	CAL PDZ FP-2	DAGLB inh	C-LANA FP	NSD2 HMT inh
O=C(CN(Cc1ccco1)C(=O)CCC(=O)Nc1ccccn1)NCCc1ccccc1
  2	-3	-0.3	112	-2	-2	·	1	-1.1	5
CCOC(=O)c1ccc(CNC(=O)Cn2nnc(-c3cccc(C)c3)n2)o1
  0	3	0.0	108	-5	-13	0	-3	-0.2	·
Cc1cc(C(=O)COc2ccc([N+](=O)[O-])cc2)c(C)n1C1CC1
  -3	-3	-0.7	103	0	6	-2	-3	1.1	4
O=CN1CCN(C(=O)CN2C(=O)c3ccccc3C2=O)CC1
  -3	-5	-2.0	·	-7	3	1	-1	1.4	-4
C[C@@H]1CN(S(=O)(=O)c2ccc3c(c2)OCCO3)CCN1S(=O)(=O)c1c(F)cccc1F
  0	0	-1.2	98	-3	10	-4	-7	1.6	·
O=C(Nc1cc2c(cc1Cl)OCCO2)c1ccco1
  -1	-1	-2.2	·	-9	4	-1	-1	-0.4	-3
O=C(COc1ccc(S(=O)(=O)N2CCOCC2)cc1)NCc1ccco1
  4	-1	0.1	104	1	-6	-1	-4	0.2	0
O=S(Cc1ccc(Br)cc1)Cc1nnc(SCc2ccc(Br)cc2)n1-c1ccccc1 (stereo not given)
  2	-14	0.3	·	-1	9	8	-2	1.5	1
CCOC(=O)CC1COCCN1C(=O)c1cc(COc2ccccc2SC)on1 (stereo not given)
  -1	·	·	103	·	·	·	-7	·	1
CN(C)C(=O)CSc1ccc(S(=O)(=O)N2CCOCC2)cn1
  1	-5	0.7	94	1	16	-2	2	0.5	7
Nc1nc(SCC(=O)N2CCc3ccccc32)[nH]c(=O)c1-c1ccccc1
  0	-7	-4.0	·	1	-8	-6	0	0.1	0
CC(=O)c1ccc(OCCCC(=O)N2CCN(S(=O)(=O)c3ccc(C(C)C)cc3)CC2)cc1
  -1	-8	-2.8	85	0	-4	6	0	0.1	-2
COc1cccc(-n2nnc3c(=O)n(CC(=O)NCC4CCCO4)cnc32)c1 (stereo not given)
  -2	-3	-1.3	100	-4	-2	-3	-4	0.5	·
CCOc1ccc(C(=S)N2CCOCC2)cc1OC
  -1	5	-1.3	107	0	-2	2	-1	2.2	0
C[C@@H]1CC[C@]2(O[C@@H](CCO)C[C@H](O)[C@H]2O)O1
  0	3	0.2	·	-3	3	-1	1	0.2	·
CN(C(=O)c1ccc(S(=O)(=O)N(C)C)cc1)c1ccc2ccccc2c1
  0	-8	-0.7	107	-1	-4	-8	1	0.2	0
COc1ccc(Cl)cc1NC(=O)C1CC(=O)N(C2CCCCC2)C1 (stereo not given)
  2	1	-1.9	96	-9	29	-1	4	-0.3	0
c1cc(-c2nnc3sc(C4CCCCC4)nn23)ccn1
  0	-12	0.3	·	-1	1	0	0	-0.5	0
Clc1cc(Br)ccc1OCCOCCOc1cccc2cccnc12
  0	-5	-1.3	·	5	0	-1	-8	-1.7	·
CC1(C)CC(=O)c2c(O)cc(O)cc2O1
  1	-3	-1.8	94	-5	-2	1	-1	-2.2	-3
CN(C)S(=O)(=O)c1ccc(C(=O)OCC2CC2(Cl)Cl)cc1 (stereo not given)
  3	6	-1.1	108	2	-9	-2	-3	1.8	0
O=C(CSc1ccccc1C(=O)O)c1ccc(Cl)cc1
  -2	-7	·	103	0	29	-4	0	-0.5	-4
O=S(=O)(Oc1ccccc1N1CCCCC1)c1ccccc1
  3	-1	-0.8	116	-4	-5	-2	-6	-1.1	1
Cc1ccccc1C(=O)Oc1cccc(Nc2ncnc3ccccc23)c1
  -1	5	-1.9	102	-1	-3	-2	-2	0.9	·
O=C(CCN1CCN(Cc2ccccc2)CC1)NNC(=O)Nc1cccc(Cl)c1
  -5	-2	-2.8	111	6	8	-1	-5	17	1
CCCCS(=O)(=O)NC1=NCN(CC)CN1
  0	-2	0.6	95	1	34	-5	1	-0.2	-2
COc1ccc2cc(C(=O)C3CCCN(C(=O)Cc4c(C)noc4C)C3)ccc2c1 (stereo not given)
  0	-2	-1.2	103	1	-2	0	-3	-2.0	0
Cc1ccc(S(=O)(=O)NNC(=O)CCC(=O)Nc2ccc(C)c(C)c2)cc1
  0	-3	-0.8	·	0	3	1	0	0.5	-1
Cc1cc(C(=O)NCc2ccccc2F)cs1
  0	-5	·	96	3	10	-2	-3	-0.1	-7
Cc1cccn2c(=O)c3cc(C#N)c(=N)n(CCN4CCOCC4)c3nc12
  -1	-19	-1.3	102	1	-7	1	3	1.2	·
CC1CCCC(NC(=O)COC(=O)c2cc3ccccc3oc2=O)C1C (stereo not given)
  -1	0	-1.1	97	-4	1	·	-1	-0.8	-2
C/C(=N\NC(=O)c1ccc([N+](=O)[O-])cc1Cl)c1ccccc1
  -5	11	-1.9	101	-1	8	3	2	-0.5	-2
O=C(N/N=C/c1ccc2ncccc2c1)c1cc(-c2cccs2)nc2ccccc12
  5	-6	-0.6	70*	-6	-5	-4	-10	-0.9	-3
COc1ccc(NC(=O)c2csc(Cc3ccc(Cl)cc3)n2)cc1
  0	3	-0.6	98	-1	19	4	-3	-1.6	1
Cc1cccc(C(C)(C)C)c1OCCOCCN1CCCC1
  -1	-7	-1.5	108	3	·	0	-2	-1.5	2
CC(C(=O)N(C)C1CCS(=O)(=O)C1)N1C(=O)/C(=C/c2ccc(F)cc2)SC1=S (stereo not given)
  5	-3	-2.0	103	-6	-6	0	2	-2.5	4
CCC(=O)NC(c1ccccc1OC)c1ccc2cccnc2c1O (stereo not given)
  -2	-1	-4.0	122	-5	0	-1	7	-1.6	-6
COc1ccccc1Nc1nc(Cl)nc(NC(C)(C)C)n1
  2	-2	-1.9	116	0	-2	-6	-13	-0.1	-1
CC(=O)C[C@@H](O)CC(=O)[C@@H]1OC(=O)CCCCCc2ccccc21
  2	-7	0.1	98	-3	-2	-1	-4	0.8	·
Cc1cc(NC(=O)CSc2nnc(Nc3ccccc3F)s2)no1
  0	-12	-2.7	99	-8	-3	3	4	-0.1	-7
N/C(=N\OS(=O)(=O)c1ccc2ccccc2c1)c1ccccn1
  0	6	-0.1	99	-2	21	-2	0	0.3	-1
CCOC(=O)C1(CC)CC(CSc2nc3ccccc3[nH]2)OC1=O (stereo not given)
  11	-3	0.6	·	6	4	-2	-1	0.6	·
Cc1cccn2c(=O)c(C=O)c(NCc3ccccc3)nc12
  3	·	·	100	·	1	·	·	·	2
CCN(CC)c1ccc(-n2c(O)c(C=C3N=c4ccccc4=N3)sc2=S)cc1
  0	-6	0.0	97	-1	6	-5	2	-2.9	-3
CC1=NNC(=O)C1CC(=O)N/N=C/c1cccs1 (stereo not given)
  -2	0	-0.1	114	1	21	·	-1	-1.1	0
Cc1cc(C(=O)N2CCCC(N3CCN(c4cccc(Cl)c4)CC3)C2)n(C)n1 (stereo not given)
  -2	2	-0.3	115	-6	-2	-2	3	0.5	1
CCOC(=O)CN1C(=O)N[C@@H](CCc2ccccc2)[C@H](C(C)=O)[C@H]1C
  -5	-6	0.0	101	-1	3	-5	1	2.7	·
O=C(Cn1c2ccccc2c2nc3n(c(=O)c21)CCCS3)Nc1ccccc1
  6	0	-2.4	96	-2	-1	-4	-4	-0.2	-5

# 15 entries already listed, ordered by molecular weight, highest first:
# Every second line gives: V-ATPase pH	Cardiac RTF inh	CAL PDZ FP-1	Pemphigus Ab inh	Keap1-Nrf2 PPI	Arr AP2 block	CAL PDZ FP-2	DAGLB inh	C-LANA FP	NSD2 HMT inh
CC(=O)c1ccc(OCCCC(=O)N2CCN(S(=O)(=O)c3ccc(C(C)C)cc3)CC2)cc1
  -1	-8	-2.8	85	0	-4	6	0	0.1	-2
CC(C(=O)N(C)C1CCS(=O)(=O)C1)N1C(=O)/C(=C/c2ccc(F)cc2)SC1=S (stereo not given)
  5	-3	-2.0	103	-6	-6	0	2	-2.5	4
CCOC(=O)CC1COCCN1C(=O)c1cc(COc2ccccc2SC)on1 (stereo not given)
  -1	·	·	103	·	·	·	-7	·	1
O=C(CCN1CCN(Cc2ccccc2)CC1)NNC(=O)Nc1cccc(Cl)c1
  -5	-2	-2.8	111	6	8	-1	-5	17	1
Cc1cc(NC(=O)CSc2nnc(Nc3ccccc3F)s2)no1
  0	-12	-2.7	99	-8	-3	3	4	-0.1	-7
CN(C)S(=O)(=O)c1ccc(C(=O)OCC2CC2(Cl)Cl)cc1 (stereo not given)
  3	6	-1.1	108	2	-9	-2	-3	1.8	0
CCOC(=O)CN1C(=O)N[C@@H](CCc2ccccc2)[C@H](C(C)=O)[C@H]1C
  -5	-6	0.0	101	-1	3	-5	1	2.7	·
CN(C)C(=O)CSc1ccc(S(=O)(=O)N2CCOCC2)cn1
  1	-5	0.7	94	1	16	-2	2	0.5	7
CC(=O)C[C@@H](O)CC(=O)[C@@H]1OC(=O)CCCCCc2ccccc21
  2	-7	0.1	98	-3	-2	-1	-4	0.8	·
Cc1cc(C(=O)COc2ccc([N+](=O)[O-])cc2)c(C)n1C1CC1
  -3	-3	-0.7	103	0	6	-2	-3	1.1	4
O=C(CSc1ccccc1C(=O)O)c1ccc(Cl)cc1
  -2	-7	·	103	0	29	-4	0	-0.5	-4
Cc1cccc(C(C)(C)C)c1OCCOCCN1CCCC1
  -1	-7	-1.5	108	3	·	0	-2	-1.5	2
O=CN1CCN(C(=O)CN2C(=O)c3ccccc3C2=O)CC1
  -3	-5	-2.0	·	-7	3	1	-1	1.4	-4
O=C(Nc1cc2c(cc1Cl)OCCO2)c1ccco1
  -1	-1	-2.2	·	-9	4	-1	-1	-0.4	-3
CCCCS(=O)(=O)NC1=NCN(CC)CN1
  0	-2	0.6	95	1	34	-5	1	-0.2	-2

# Bioassay records from PubChem.
